NPY-Y1 PAM-ag: potentiates or activates human NPY-Y1 receptor. P25929. NPY-Y1 expressing cells, potentiator/agonist activation. activation, % at 3.6 µM. 0.37% of 220,000 active; in the data active = activation above about 33%, passing the limit was not always enough;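 also: cells stimulated with NPY at EC10 then isoproterenol at EC100; 0% = low agonist plus stimulus and 100% = saturating agonist plus stimulus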
p97 inhibitor: inhibitors of human p97 ATPase; P55072; recombinant p97 ATPase, Kinase-Glo ATP luminescence, 3 h; 0.42% of 220,000 active; inhibition, % at 8 µM; in the data active = inhibition above about 15%;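 also: 0% = DMSO vehicle and 100% = wells lacking enzyme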
MDM2 E3 inh: blocks human Mdm2 ubiquitin ligase activity; 0.11% of 210,000 active; signal enhancement, % at 5 µM; cell-based MDM2 ubiquitination luciferase reporter, 2 h; 0 = plate control, 100 = twice control, blank-subtracted; Q00987;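 active = signal enhancement of 30% or more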;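 also: luminescence tracks abundance of the self-degrading MDM2-luciferase fusion protein; higher signal means inhibition of MDM2 E3 ligase activity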
Target sequence (Q00987 whole entry, looked up, the tested form may be a part): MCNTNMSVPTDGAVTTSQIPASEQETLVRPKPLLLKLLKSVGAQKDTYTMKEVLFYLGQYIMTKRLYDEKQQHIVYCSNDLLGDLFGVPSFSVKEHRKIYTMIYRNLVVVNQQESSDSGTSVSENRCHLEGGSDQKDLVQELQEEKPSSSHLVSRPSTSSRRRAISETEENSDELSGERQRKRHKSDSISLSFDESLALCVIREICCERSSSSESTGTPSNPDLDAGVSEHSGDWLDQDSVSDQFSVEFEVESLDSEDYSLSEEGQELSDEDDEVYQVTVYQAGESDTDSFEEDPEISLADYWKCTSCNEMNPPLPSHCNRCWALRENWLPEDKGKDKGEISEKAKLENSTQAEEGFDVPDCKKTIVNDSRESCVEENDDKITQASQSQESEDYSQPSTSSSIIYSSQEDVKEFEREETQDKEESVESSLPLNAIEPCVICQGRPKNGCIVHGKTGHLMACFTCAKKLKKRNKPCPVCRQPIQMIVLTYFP
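Assay system: mammalian cells stably expressing self-ubiquitinating, self-degrading MDM2 E3–luciferase fusion. Quantity: 2000 cells in each well. Medium: DMEM culture medium. Compound dosing: single-point 5 µM. Timing: cell settling 4 h, compound treatment 2 h, both 37 °C. Technique: luciferase luminescence. Read-out basis: percent signal gain over controls, blank-subtracted. Benchmarks: plate controls and plate blanks.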
Runt-CBFb FRET: inhibitors of human RUNX1 Runt domain binding to CBFb. 0.46% of 220,000 active. Q01196+Q13951. Cerulean-Runt/Venus-CBFb FRET ratio 530/480, 1 h. inhibition, % at 20 µM;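 active = inhibition over about 50% at 20 µM in the single-dose screen, limit read from the data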;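 also: 0% = DMSO wells and 100% = excess unlabeled CBFb competitor control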
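Doses: 20 µM compound in 1% DMSO | Material: Cerulean-labeled Runt domain protein | Amount: Each fluorescent fusion protein 100 nM | Schedule: Two 1 h room-temperature incubations shielded from light | Measured by: FRET fluorescence | Evaluation: Loss of energy transfer signal | Controls: Unlabeled CBFb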
NPY-Y1 antag: blocks the human neuropeptide Y Y1 receptor; 1% of 200,000 active; inhibition, % at 3.6 µM; HEK293-CNG Y1 cells, membrane potential fluorescence; NPY at EC95, then isoproterenol;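 active = inhibition above the campaign mean inhibition of all tested compounds plus 3 SD, cut at about 20% in these data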;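 also: 0% = DMSO wells given NPY plus isoproterenol and 100% = isoproterenol alone without NPY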
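Assay system: HEK293 Y1/CNG channel cell line; Doses: single compound dose of 3.6 µM, 0.4% DMSO; Timing: dye 3 h, compound 60 min room temperature, stimulation 45 min; Technique: Membrane-potential fluorescent dye readout; Measure: % inhibition of NPY effect.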
RBBP9 inhibitor: blocks human serine hydrolase RBBP9. recombinant RBBP9, FP-Rh probe fluorescence polarization. 0.2% of 220,000 active. inhibition, % at 7.94 µM. AID 1515;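 active = inhibition above the campaign mean of all tested compounds plus 3 SD, cut at about 14% in these data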;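 also: plate controls were DMSO wells with RBBP9 for no effect and wells lacking RBBP9 protein for full effect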
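Measured by – fluorescence polarization · Test system – RBBP9 protein · Input – 2.5 µM RBBP9 dispensing solution, before mixing · Measure – percent inhibition from mP, scaled between DMSO and no-protein wells · Benchmarks – DMSO-treated enzyme wells and wells lacking RBBP9 · Times – preincubation 30 min plus labeling 45 min at 25 °C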
Runt-SMMHC FRET: blocks binding of human RUNX1 Runt domain to CBFb-SMMHC. Q01196+Q13951. Cerulean-Runt/Venus-CBFb-SMMHC FRET ratio 530/480, 1 h. inhibition, % at 20 µM. 0.74% of 220,000 active. AID 1434;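 active = mean inhibition across duplicate retests at 20 µM reaching about 50%, limit read from the data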;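 also: 0% = DMSO wells and 100% = wells with excess untagged CBFb-SMMHC; inhibitors lower the FRET ratio by blocking Runt binding to CBFb-SMMHC; some results filed as inactive read as strong as hits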
NPY-Y2 PAM-ag: human NPY-Y2 potentiation or agonism, primary screen | P49146 | cells expressing NPY-Y2, potentiator/agonist read-out | activation, % at 3.6 µM | 0.45% of 220,000 active; in the data active = activation above about 27%;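 also: cells stimulated with NPY near EC25 plus isoproterenol at EC100; 0% = vehicle plus submaximal agonist and 100% = vehicle plus saturating agonist; some results beyond the cut were filed as inactive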
Hck Nef HTS: inhibitors of human Hck kinase activated by Nef | inhibition, % at 20 µM | 0.68% of 220,000 active | P08631 | Recombinant Hck-YEEI plus Nef, Z-Lyte FRET kinase assay;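 active = Hck-Nef kinase inhibition above about 50%, limit read from the data; inactive = inhibition below that limit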;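 also: 0% = DMSO with Hck plus Nef and 100% = Hck alone without Nef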
Target sequence (P08631 whole entry, looked up): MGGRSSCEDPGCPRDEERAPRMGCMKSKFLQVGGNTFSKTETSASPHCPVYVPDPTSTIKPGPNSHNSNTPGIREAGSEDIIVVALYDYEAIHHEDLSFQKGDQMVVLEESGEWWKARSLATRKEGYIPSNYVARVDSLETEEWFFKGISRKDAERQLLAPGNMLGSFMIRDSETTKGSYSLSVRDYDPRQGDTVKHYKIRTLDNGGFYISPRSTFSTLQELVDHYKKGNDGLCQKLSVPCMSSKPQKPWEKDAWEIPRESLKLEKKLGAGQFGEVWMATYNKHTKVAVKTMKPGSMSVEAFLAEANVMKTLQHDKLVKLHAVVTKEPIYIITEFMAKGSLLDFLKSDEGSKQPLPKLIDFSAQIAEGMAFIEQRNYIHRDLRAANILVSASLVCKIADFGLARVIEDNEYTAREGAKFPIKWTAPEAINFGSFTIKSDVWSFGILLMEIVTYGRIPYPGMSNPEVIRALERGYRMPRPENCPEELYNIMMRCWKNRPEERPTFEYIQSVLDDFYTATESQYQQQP
Numbers without * were called inactive; x = no result given.

SMILES	NPY-Y1 PAM-ag	p97 inhibitor	MDM2 E3 inh	Runt-CBFb FRET	NPY-Y1 antag	RBBP9 inhibitor	Runt-SMMHC FRET	NPY-Y2 PAM-ag	Hck Nef HTS
O=C(N/N=C\c1cn(-c2ccccc2)nc1-c1ccccc1)c1ccc(Br)o1	-21	-1	-12	0	2	-14	-122	-18	0
Cc1ccc2c(c1)c1c(n2CC(O)CN2C(=O)CNC2=O)C(=O)CCC1 (configuration not stated)	-2	0	-13	2	0	5	-1	6	9
O=C(OCc1ccccc1)c1cccnc1Cl	15	-2	-6	2	-2	-8	2	-2	18
CC(=O)Nc1ccc(NC(=O)Nc2ccc(C)cc2C)cc1	-1	0	-11	-2	2	-5	2	-2	15
Fc1ccc(N=C2NN=C(c3cc(F)ccc3F)CS2)cc1	5	5	-11	36	-1	-2	15	12	2
O=c1c2ccccc2nc2n1C1(CCCCC1)Cc1ccccc1-2	-40	0	-1	-3	32*	0	0	-32	-3
Cc1cc(C)c(S(=O)(=O)N2CCCOC2CNC(=O)C(=O)NCc2ccncc2)c(C)c1 (configuration not stated)	-6	2	2	-3	-2	-6	2	0	-1
Cc1nn(CC(=O)Nc2ccccn2)c(C)c1Br	-12	1	-8	-3	0	-1	-2	6	7
CN(C)c1ccc(N=Nc2nc3ccccc3n2C)cc1	42	-112	x	-1	x	-7	2	34	24
Cn1ccnc1SCC(=O)Nc1ccc2c(c1)OCO2	-13	-1	-3	11	8	-4	4	-17	19
COCc1cc(C)nc(SCC(=O)Nc2cccc(C)c2C)c1C#N	11	6	-14	1	2	-1	1	20	11
COc1cccc(OCC(=O)O)c1	-8	1	-9	-2	4	-5	-5	-1	23
CCCC(C)C(=O)Nc1ccc(S(=O)(=O)Nc2nccc(C)n2)cc1 (configuration not stated)	18	3	10	1	-5	-5	-1	5	1
COc1ccc(N2C(=O)N(Cc3ccc(C)cc3)c3ccccc3S2(=O)=O)cc1	24	1	-17	-1	-2	-7	3	9	17
COCCn1c(=O)[nH]c(=O)c2c(C(F)(F)F)cc(-c3cccs3)nc21	-18	12	-11	5	6	-5	12	5	6
CC(C)[C@H](NC(=O)OCc1ccccc1)C(=O)OCC(=O)Nc1c(F)cccc1F	-15	-2	-4	1	4	-1	0	-6	3
CC(=O)c1sc(N/N=C\c2cccc(Br)c2)nc1C	15	-7	0	-21	-2	-4	-71	13	6
Cc1nc2sc(C(=O)Nc3ccccc3Cc3ccccc3)c(C)c2c(=O)[nH]1	-28	5	-1	1	x	-10	-5	7	-2
CCC(=O)NC(Cc1ccccc1)c1ccc2c(c1)OCCCO2 (configuration not stated)	18	-3	-8	-1	-2	-7	-2	6	-2
Nc1ccnn1Cc1ccc(Br)s1	3	6	-17	0	-3	-3	1	3	0
CCn1c(O)c(/C=N/N=C2CCCC2)c2ccc(C3=NNC(=O)CC3)cc21	-2	-1	-11	-16	2	-3	-62	-13	2
CCCCn1c(=O)[nH]c(=O)c2c1nc(CN1C(=O)c3ccccc3S1(=O)=O)n2CCC	12	1	-4	-4	-1	-7	-1	6	0
Cc1ccc(C)n1C1CCS(=O)(=O)C1 (configuration not stated)	19	-1	-12	-1	7	0	1	-9	0
C=CCn1c(SCC2=C(C(=O)OCC)C(C)NC(=O)N2)nnc1C1CCCCC1 (configuration not stated)	15	1	-17	0	-1	4	3	13	-1
COc1ccccc1-n1cnc2cc(NCc3ccccn3)ccc21	35	11	-9	3	2	2	1	16	-1

New compounds follow.
SMILES	NPY-Y1 PAM-ag	p97 inhibitor	MDM2 E3 inh	Runt-CBFb FRET	NPY-Y1 antag	RBBP9 inhibitor	Runt-SMMHC FRET	NPY-Y2 PAM-ag	Hck Nef HTS
COc1ccc2c(c1)c(C(=O)N/N=C/c1ccc(Br)cc1)c(C)n2C	-10	0	-83	1	x	-4	0	-40	16
CCc1ccccc1NNC(=O)c1cc(C)on1	4	7	-3	-2	x	-2	-2	-7	16
O=C(CSc1ccc2ccccc2c1)Nn1cnnc1	-37	3	-12	0	7	-2	0	3	-2
NNC(=O)c1cc2sccc2s1	-4	2	-1	0	x	1	1	-36	7
COCc1cc(=O)n2[nH]c(SCc3ccccc3)nc2n1	-5	6	x	1	1	-11	-7	-7	-16
COc1ccccc1CC(=O)Nc1cccc(C(=O)NN2C(=O)c3ccccc3C2=O)c1	2	-3	-11	2	12	-5	2	0	1
O=C(NCc1ccco1)C(c1cccnc1)N(C(=O)Cn1nnc2ccccc21)c1ccccc1 (configuration not stated)	-1	-5	12	-2	-1	-4	1	7	-2
Cc1cccc(C(=O)Nc2oc(-c3ccccc3)cc2C#N)c1	-28	-4	-10	0	8	-6	0	-20	-2
CN1C(=O)c2ccccc2C(C(=O)NCc2ccco2)C1c1c[nH]c2ccccc12 (configuration not stated)	-22	-6	-8	-1	2	1	5	1	-2
Cc1[nH]c2ccccc2c1Cc1nnc(SCc2ccccc2)o1	-5	-3	-7	7	5	-7	-8	-2	1
O=C(CSc1nnc(-c2ccc(C(F)(F)F)cn2)o1)Nc1cccc(Cl)c1	-25	-8	-2	4	x	-11	1	3	0
Cn1c2c(c(=O)n(C)c1=O)C1c3cc(Cl)ccc3OCC1CO2 (configuration not stated)	6	-1	x	0	-1	-5	-7	2	-12
COc1cccc(C2CC(=O)Nc3cc4c(cc32)CCC4)c1 (configuration not stated)	2	-5	-10	-4	-1	-7	0	1	3
Cc1ccccc1NC(=O)c1ccc(NC(=O)c2ccco2)cc1	-6	6	-14	-1	-2	4	-1	-2	9
CC(C)CNC(=O)CC(=O)N/N=C/c1ccc(F)cc1	11	1	3	0	1	-5	3	18	2
O=c1[nH]n(-c2ccc([N+](=O)[O-])cc2)c(=O)c2ccccc12	25	4	-8	0	-1	16*	-7	-6	21
Cc1cc(C(=O)O/N=C(\N)c2ccc(C(C)(C)C)cc2)no1	-13	9	-15	-3	x	-11	-4	-3	-3
O=C(NNc1cccc(Cl)n1)Nc1cccc(Cl)c1	-7	-1	-25	0	-3	-6	-2	5	0
CCOC(=O)/C(C#N)=C1/C=CNC(=O)N1	-15	-1	5	6	6	1	18	-17	13
CC(C)(C)C(=O)Nc1c(Cl)cccc1OC(F)(F)F	-6	5	-15	0	x	0	1	-11	2
CC(C)(C)C(=O)/C=c1\s/c(=C\c2ccc(-c3ccc([N+](=O)[O-])cc3)o2)c(=O)n1CC(=O)NC(N)=O	10	8	-22	8	10	-2	-47	10	34
CCn1c(SCC(=O)c2c[nH]c3ccccc23)nnc1-c1cccs1	-16	-7	4	-2	10	-14	-2	-16	-13
COc1ccccc1C(=O)Nc1cc(Cl)ccc1O	14	15*	-9	1	-7	0	-4	14	-2
Cc1ccc(C(=O)N/C(=C/c2ccco2)C(=O)NCCc2c[nH]c3ccccc23)cc1	-16	-1	-8	1	5	-8	2	8	3
Cc1ccc2c(c1)C1CN(C)CCC1N2C(=O)c1ccc(Cl)c(S(=O)(=O)N2CCOCC2)c1 (configuration not stated)	1	1	-8	0	1	3	-4	8	1

One compound at a time, from the list above:
Nc1ccnn1Cc1ccc(Br)s1 is listed with NPY-Y1 PAM-ag = 3; p97 inhibitor = 6; MDM2 E3 inh = -17; Runt-CBFb FRET = 0; NPY-Y1 antag = -3; RBBP9 inhibitor = -3; Runt-SMMHC FRET = 1; NPY-Y2 PAM-ag = 3; Hck Nef HTS = 0
CCc1ccccc1NNC(=O)c1cc(C)on1 is listed with NPY-Y1 PAM-ag = 4; p97 inhibitor = 7; MDM2 E3 inh = -3; Runt-CBFb FRET = -2; NPY-Y1 antag = x; RBBP9 inhibitor = -2; Runt-SMMHC FRET = -2; NPY-Y2 PAM-ag = -7; Hck Nef HTS = 16
CN1C(=O)c2ccccc2C(C(=O)NCc2ccco2)C1c1c[nH]c2ccccc12 (configuration not stated) is listed with NPY-Y1 PAM-ag = -22; p97 inhibitor = -6; MDM2 E3 inh = -8; Runt-CBFb FRET = -1; NPY-Y1 antag = 2; RBBP9 inhibitor = 1; Runt-SMMHC FRET = 5; NPY-Y2 PAM-ag = 1; Hck Nef HTS = -2

Next compounds
SMILES	NPY-Y1 PAM-ag	p97 inhibitor	MDM2 E3 inh	Runt-CBFb FRET	NPY-Y1 antag	RBBP9 inhibitor	Runt-SMMHC FRET	NPY-Y2 PAM-ag	Hck Nef HTS
COc1cc2cc(CN(Cc3nnnn3Cc3ccccc3)CC3CCCO3)c(=O)[nH]c2cc1OC (configuration not stated)	10	0	-24	-52	3	3	65	6	1
CC(=O)c1c(C(C)=O)c(C)n(NC(=O)c2ccc(Cl)cc2)c1C	15	2	-10	0	9	-2	-5	8	-2
CCSc1ncc(C#N)c(=O)[nH]1	5	3	2	1	-2	2	2	-14	-1
Cc1cccn2c(=O)c3cc(C(=O)NCC4CCCO4)c(=N)n(CCN4CCOCC4)c3nc12 (configuration not stated)	17	3	-13	125*	1	0	79*	0	12
Cc1ccc(CC(=O)Nc2nc3ccccc3s2)cc1	-13	0	-2	x	3	-1	-3	-3	0
CCCCC(=O)Nc1nnc(SCC(=O)NC2CCCC2)s1	21	-2	-5	x	0	-4	-4	1	1
CCOC(=O)CSC1=C(C#N)C(c2ccc(Cl)cc2)CC(=O)N1 (configuration not stated)	10	-8	-13	5	2	-2	-1	0	-1
Cc1cc(N)n(Cc2cccs2)n1	-7	2	6	2	1	-3	-6	-10	22
Cc1cnccc1CNC(=O)CC1C(=O)NCCN1CC(C)(C)C (configuration not stated)	15	-1	-9	1	4	-8	-4	-4	21
Cc1cc(C)n(-c2ccc(Cl)c(C(=O)O)c2)n1	13	4	3	x	3	-2	x	-3	19
CCOC(=O)c1sc(-c2cccs2)nc1C	27	2	7	0	1	-9	1	5	15
CC(CC(=O)N1CCN(c2ccccc2F)CC1)c1ccccc1 (configuration not stated)	-12	1	-11	-2	3	2	-2	5	8
CCn1c(SCC(=O)NCc2ccco2)nc2c1c(=O)n(C)c(=O)n2C	3	0	-5	0	-2	-7	4	4	3
Cc1ccc(N2C(=O)c3ccccc3C2Nc2ccccc2F)nc1 (configuration not stated)	-2	0	-3	2	8	9	-3	-25	8
O=C(/C=C/c1ccco1)Nc1nc(-c2ccc(F)c(F)c2)cs1	-11	8	-18	15	x	-4	-6	10	0
N#CC(=C1SC=CS1)c1nc(-c2ccccc2)cs1	17	6	-13	-2	4	-4	-2	20	0
C=C1CCN([C@H](C(=O)OCc2ccc(C)cc2)C(C)C)S(=O)(=O)c2ccccc21	x	x	4	2	x	x	0	x	24
C=CCN1C(=O)CC(C(=O)NC)SC1=Nc1ccc(C(=O)OCC)cc1 (configuration not stated)	-25	-1	-11	1	2	-2	3	-10	8
COC(=O)CC(c1ccc(C(C)C)cc1)n1cccc1 (configuration not stated)	-14	-1	-11	-1	8	-5	1	-7	27

Screening data as filed in PubChem BioAssay.
